# eLon inh = E. coli protease La inhibition. P0A9M0. purified E. coli Lon protease, fluorescence polarization. inhibition, % at 7.94 µM. 360,000 compounds, 0.42% hits. AID 602123; in the data active = inhibition above about 13%, passing the limit was not always enough;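 also: 0% = enzyme with probe and DMSO and 100% = no enzyme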
# MT1-MMP act inh = inhibitors of human MT1-MMP activation | HT1080 RFP-PRO-GFP cells, GFP/RFP ratio fluorescence, overnight; percent of plate control window, DMSO zero | GFP/RFP ratio change, % at 20 µM | 360,000 compounds, 0.061% hits | AID 651647;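 active = GFP/RFP ratio change of at least 30% with cell ATP level not reduced by more than half and red fluorescence within 50% of control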; also: strong numbers were not always called active
#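 Assay system: HT1080 RFP-PRO-GFP cells | Dosing: 20 µM single dose, 1% DMSO | Incubation: Cells overnight before dosing, compound overnight, 37 °C, 5% CO2 | Evaluation: GFP/RFP fluorescence ratio | Control set: DMSO-only wells and HT1080 RFP-L50D-GFP cell wells as references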
# MsrA inh = inhibitors of bovine MsrA; purified bovine MsrA, absorbance read-out; inhibition, % at 15.5 µM; 360,000 compounds, 0.75% hits; in the data active = inhibition above about 4.5%;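 also: 0% = vehicle wells with enzyme and 100% = reference inhibitor wells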
# SKN-1 inh = blocks SKN-1 activity in C. elegans. C. elegans VP596 Pgst-4::GFP/RFP ratio, acrylamide-induced, 24 h. inhibition, % at 21.8 µM. 360,000 compounds, 0.49% hits. AID 624304;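 active = interference check ratio from 0.5 to 1.5 plus GFP to RFP signal ratio inhibition reaching or exceeding a fixed threshold, cut at about 30% in these data, passing the limit was not always enough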; also: some compounds called inactive have numbers as strong as hits
# bovine MsrA act = activates bovine MsrA enzyme; purified bovine MsrA, absorbance read-out; activation, % at 10.6 µM; 360,000 compounds, 0.3% hits; AID 602163; in the data active = activation above about 7.5%;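 also: 0% = vehicle and 100% = reference activator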
# MLLE-PAM2 inh = inhibitors of microRNA-mediated deadenylation, human PABP1 MLLE binding; P11940; GST-MLLE / FITC-PAM2 fluorescence polarization; inhibition, % at 20 µM; 360,000 compounds, 0.36% hits; AID 588489; in the data active = inhibition above about 35%, passing the limit was not always enough;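 also: plate controls were DMSO wells with GST-MLLE for no effect and wells lacking GST-MLLE protein for full effect; some results filed as inactive read as strong as hits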
# Target sequence (P11940 whole entry, looked up): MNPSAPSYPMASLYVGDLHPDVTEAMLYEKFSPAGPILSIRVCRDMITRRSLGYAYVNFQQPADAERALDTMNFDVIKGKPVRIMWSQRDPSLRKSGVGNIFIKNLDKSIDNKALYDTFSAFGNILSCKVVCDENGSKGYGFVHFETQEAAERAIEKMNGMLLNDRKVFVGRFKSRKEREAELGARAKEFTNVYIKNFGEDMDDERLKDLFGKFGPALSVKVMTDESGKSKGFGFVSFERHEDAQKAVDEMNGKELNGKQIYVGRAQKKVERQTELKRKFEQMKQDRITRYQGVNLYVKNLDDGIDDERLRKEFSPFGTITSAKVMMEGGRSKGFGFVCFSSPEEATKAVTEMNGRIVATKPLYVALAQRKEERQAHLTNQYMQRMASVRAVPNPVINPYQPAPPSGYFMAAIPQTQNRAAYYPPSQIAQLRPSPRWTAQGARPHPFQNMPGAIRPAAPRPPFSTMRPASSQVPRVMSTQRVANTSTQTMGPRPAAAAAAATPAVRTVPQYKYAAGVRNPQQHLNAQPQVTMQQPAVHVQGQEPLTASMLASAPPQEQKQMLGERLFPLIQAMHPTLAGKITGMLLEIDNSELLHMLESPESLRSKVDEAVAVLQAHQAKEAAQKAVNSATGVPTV
# FAS-TE inh = FAS thioesterase (human) inhibition | P49327 | recombinant FAS-TE, OMFH fluorogenic substrate, fluorescence endpoint | inhibition, % at 15 µM | 360,000 compounds, 0.67% hits;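 active = compounds whose normalised, plate-corrected inhibition of enzyme fluorescence in the single-dose primary screen is 50% or more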;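 also: 0% = DMSO with enzyme and 100% = substrate without enzyme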
# NRP1-CendR mod = NRP-1/CendR interaction modulation; O14786; inhibition, % at 25 µM; FAM-RPARPAR peptide binding to NRP-1, fluorescence polarization; AID 602438; 360,000 compounds, 0.85% hits;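 active = inhibition or corrected inhibition above about 18%, plus a signal ratio from 0.5 to 1.5, limit read from the data, passing the limit was not always enough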; also: strong numbers were not always called active
# TbMetRS inhib = Trypanosoma brucei MetRS inhibition. purified T. brucei MetRS, ATP depletion, Kinase-Glo luminescence. inhibition, % at 11.9 µM. 360,000 compounds, 0.4% hits;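 active = inhibition above a per-plate cutoff of the control wells' mean inhibition plus 3 SD, cut at about 5.5% in these data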;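 also: 0% = DMSO wells median and 100% = median of wells with control inhibitor compound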
#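 Test system: purified T. brucei MetRS enzyme. Also added: ATP, methionine and E. coli bulk tRNA substrates. Compound: 11.9 µM single point. Schedule: 15 min enzyme-compound preincubation, 2 h reaction, 10 min detection, 25 °C. Signal: luciferase luminescence of residual ATP, Kinase-Glo. Evaluation: percent inhibition versus plate control medians. Controls: DMSO wells, low control.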
# Active calls of the source: *; . = not tested or not shown.
SMILES,eLon inh,MT1-MMP act inh,MsrA inh,SKN-1 inh,bovine MsrA act,MLLE-PAM2 inh,FAS-TE inh,NRP1-CendR mod,TbMetRS inhib
CCCSc1nnc(NC(=O)Nc2ccccc2)s1,-5,-4,0.1,-1,-2,-14,-7,-17,0.8
CN(C)S(=O)(=O)N1CCc2ccc(NC(=O)C3CCCO3)cc2C1 (stereo not given),3,-1,3.3,0,-8,-1,-6,4,-0.5
CCOC(=O)C1CCCN(C(=S)Nc2ccc(S(=O)(=O)N3CCOCC3)cc2)C1 (stereo not given),7,7,-0.6,2,-3,-22,0,0,-0.1
COc1cc2[nH]c(C(=O)Nc3ccc4c(c3)OCCO4)cc2c(OC)c1OC,-8,7,1.1,3,-4,-2,3,6,-0.2
COC(=O)c1ccc(COC(=O)c2c(C)nn(Cc3ccccc3Cl)c2Cl)o1,0,2,-0.3,0,-5,3,17,-5,-0.7
Cc1cccc(N2C(=O)C3C4C=CC(C5CC45)C3C2=O)n1 (stereo not given),13,0,-1.4,-4,-2,6,-6,-1,-0.4
COc1ccc(NC2CCCN(C(=O)CCc3cccc(F)c3)C2)cc1 (stereo not given),5,-7,-0.9,13,-2,-3,1,7,-0.5
CCOC(=O)C1C(c2ccc(O)c(O)c2)NC(=S)NC1(O)C(F)(F)F (stereo not given),4,2,0.2,2,-4,-78,-9,-8,0.6
Cc1ccc2oc(=O)c3cnn(CC(=O)NC4CCN(Cc5ccccc5)CC4)c3c2c1,6,-3,0.3,0,0,15,3,0,-0.7
O=S(=O)(c1ccccc1)N1CCNCC1,0,1,0.6,-6,-1,-3,-2,3,0.0
O=C(Nc1ccc2oc(=O)ccc2c1)c1ccc(-c2cccc([N+](=O)[O-])c2)o1,-7,-11,0.6,12,0,-11,12,-15,-0.1
Cc1c(OC(C)C(=O)NCCN2CCOCC2)ccc2c3c(c(=O)oc12)CCCC3 (stereo not given),-2,1,1.8,1,-3,2,-6,-10,-0.2
CN(CC(=O)Nc1cccc(F)c1)C(=O)c1cc(S(=O)(=O)N(C)C)ccc1N1CCCC1,-9,7,-0.2,5,-5,3,13,-2,10*
COc1ccc(CCNC(=O)CCNS(=O)(=O)c2cccc3nsnc23)cc1OC,-4,10,1.5,-15,-5,5,-2,-1,-1.5
COc1ccc(N2CCN(S(=O)(=O)c3cccs3)CC2)cc1,-6,1,0.6,1,-3,-15,6,-58,0.1
Cc1ccc(COc2ccsc2C(=O)O)cc1,-6,2,-0.5,9,-4,-13,-13,9,0.1
CC(=O)c1cccc(CN2CCN(CC=C(C)C)C(CCO)C2)c1 (stereo not given),0,2,0.6,8,-3,12,-5,-10,-0.3
O=C(/C=C/c1cccc([N+](=O)[O-])c1)OC1CCCCC1=O (stereo not given),-4,1,0.1,-6,-6,-13,-2,2,-0.7
COC(=O)c1sc2nc(CN3CCN(c4cccc(C(F)(F)F)c4)CC3)[nH]c(=O)c2c1C,-14,-31,2.4,6,-3,-57,3,-42,-0.2
CCn1c(SCC(=O)Nc2nccs2)nnc1-c1ccccc1,-4,6,-0.5,-5,-10,-5,-8,1,0.1
CN1CCN(c2nc3cc(N4CCOCC4)ccc3s2)CC1,-10,-3,0.1,10,-3,9,-7,1,-0.9
O=C(Nc1ccc2c(c1)CCC2)Nc1ccccc1F,-6,-7,1.6,17,-12,-5,5,-2,-0.6
CCOC(=O)c1sc(N)nc1-c1ccccc1,-9,-1,0.8,-3,0,18,-2,-6,0.0
CCOC(=O)c1c(C(C#N)C#N)cc(C)nc1C,9,0,5.3*,-4,-11,24,23,9,-1.8
c1ccc(-c2ccnc3ncnn23)nc1,-1,4,-0.7,2,-3,8,-5,-4,-0.2

# (more compounds)
SMILES,eLon inh,MT1-MMP act inh,MsrA inh,SKN-1 inh,bovine MsrA act,MLLE-PAM2 inh,FAS-TE inh,NRP1-CendR mod,TbMetRS inhib
CC(C)(C)c1nc(CN2CCCCC2)cc(CN2CCCCC2)c1O,-8,6,-1.0,11,0,-8,-2,3,0.0
Cc1sc(NC(=O)c2ccc(=O)n(C)n2)nc1-c1ccccc1,-6,3,1.7,8,1,11,-6,-2,-0.2
Cn1nnnc1Sc1ncnc2scc(-c3cccc(F)c3)c12,-4,-7,-0.2,7,-3,-6,5,1,-0.4
O=C1/C(=C\c2ccc3ccccc3c2)CCCc2ccccc21,3,-2,-0.4,16,-3,11,21,6,-0.2
COc1ccc(OCc2nnc(SCC(=O)Nc3ccccc3F)o2)cc1,-1,-1,-0.5,-6,-4,-18,2,6,-0.1
Nc1nc2c(s1)COc1ccccc1-2,6,-7,2.5,19,-2,3,-5,-32,-0.5
O=C1NC2(CCSC2)C(=O)N1CC(=O)N(Cc1ccccc1)C1CCS(=O)(=O)C1 (stereo not given),-4,-3,-1.2,-2,-5,-21,-8,-4,0.3
CS(=O)(=O)N1CCc2cc(S(=O)(=O)NCCNS(=O)(=O)c3ccc4c(c3)CCN4S(C)(=O)=O)ccc21,-2,.,0.4,1,-14,6,-3,-1,-3.5
CCN(C(=O)CSc1nnc(-c2ccccc2C)n1C)c1c(N)n(Cc2ccccc2)c(=O)[nH]c1=O,0,1,-1.1,-4,-3,-2,-5,14,-0.6
O=C(NNC(=O)c1ccc(Br)s1)c1cccc(S(=O)(=O)N2CCCC2)c1,-14,7,1.5,-6,-4,7,3,4,-0.3
COc1cccc(C2C(C(=O)NCc3ccccc3)=C(C)Nc3ncnn32)c1 (stereo not given),-4,-5,0.2,-14,2,4,-10,-4,-0.6
Cc1ccc2c(c1)C1CN(C)CCC1N2S(=O)(=O)c1cc(C(F)(F)F)ccc1Cl (stereo not given),-7,-9,-0.9,-4,-11,6,9,8,-0.5
COC(=O)[C@H](Cc1ccccc1)NC(=O)[C@@H]1C[C@H]1[C@@H](NC(=O)OCc1ccccc1)c1ccccc1,-6,2,0.3,-10,-2,-24,0,7,0.3
Cc1cc(C)cc(Cn2cc(CN3CC(N4CCN(CCO)CC4)CS3(=O)=O)nn2)c1 (stereo not given),-5,5,-0.6,6,-4,.,-10,10,-0.6
Cc1ccc(Cl)cc1NC(=O)C1CC1c1ccccc1 (stereo not given),-6,-2,-1.2,-2,-3,9,26,7,-0.7
O=C1CCCc2c1cnc1ncnn21,-4,0,0.1,10,-5,-1,-4,14,-0.6
Cc1ccc(C2NC(=O)c3ccccc3N2)c(C)c1 (stereo not given),3,-1,0.2,17,-2,-4,-4,2,-0.3
COc1ccc(CCNC(=O)c2c(C)nn(-c3ccccc3)c2Cl)cc1,-1,-1,-1.1,17,-2,-4,0,13,0.3
O=C(Cn1cnc2scc(-c3ccc(Br)cc3)c2c1=O)N1CCOCC1,-5,0,1.1,7,-5,0,-8,2,-0.5
CC1Cc2ccccc2N1CC(=O)NC(=O)NC1CCCCC1 (stereo not given),-3,0,1.4,4,-1,6,14,0,1.0
COc1ccc(CSC(=S)NNc2ccccc2)cc1,7,4,0.3,12,2,31,5,-133,0.4
CCS(=O)(=O)c1cc([N+](=O)[O-])c(Sc2ccccc2NC(C)=O)s1,-7,2,-1.0,14,-1,-126,4,1,-0.3
COc1ccc2oc(C(=O)OCC(=O)Nc3ccc(C(=O)N(C)C)cc3)c(C)c2c1,9,2,0.4,4,-2,-1,-2,2,-0.2
CC(NC(=O)c1ccccc1Cl)c1nnc(SCC(=O)Nc2ccc(C(=O)O)cc2)n1C (stereo not given),29*,0,-1.3,17,-3,10,-7,-10,0.0
C=CCNC(=O)c1cccc(OC2CCN(CC(C)(C)C)CC2)c1,-4,-1,-0.3,-19,-2,-20,-4,9,0.2

# Following part.
SMILES,eLon inh,MT1-MMP act inh,MsrA inh,SKN-1 inh,bovine MsrA act,MLLE-PAM2 inh,FAS-TE inh,NRP1-CendR mod,TbMetRS inhib
CCC(C(=O)Nc1nnc(-c2ccco2)s1)c1ccccc1 (stereo not given),-13,3,1.4,-9,-3,3,-8,-4,-1.0
Cc1cc2nnc(SC(C)C)n2c2ccccc12,6,0,0.3,12,-2,-5,-3,12,-0.8
COc1ccc(-c2nn(CC(=O)NCCc3ccccc3)c(=S)n2C)cc1,-1,4,-0.3,-5,-3,1,-11,10,0.1
O=C(C1=C[C@H](c2coc3ccccc3c2=O)C[C@H](OCc2ccc(CO)cc2)O1)N1CCOCC1,-2,8,0.4,2,-6,6,-8,9,-0.2
CCCCN1CC(N2CCN(C)CC2)CS1(=O)=O (stereo not given),1,-2,1.3,1,-2,1,-5,4,-0.3
CC(C)(Oc1ccc(Cl)cc1)C(=O)NC1CCCCC1,-2,6,-0.5,5,-3,1,2,-2,-0.6
Cc1ccccc1Nc1nc(N)nc(CSc2nnnn2C)n1,-6,0,-0.4,-2,-4,-20,-6,10,-1.0

# Some of the entries so far, with tabs:
canonical_smiles	eLon inh	MT1-MMP act inh	MsrA inh	SKN-1 inh	bovine MsrA act	MLLE-PAM2 inh	FAS-TE inh	NRP1-CendR mod	TbMetRS inhib
Cc1ccc(Cl)cc1NC(=O)C1CC1c1ccccc1 (stereo not given)	-6	-2	-1.2	-2	-3	9	26	7	-0.7
O=C1CCCc2c1cnc1ncnn21	-4	0	0.1	10	-5	-1	-4	14	-0.6
Cc1ccc(C2NC(=O)c3ccccc3N2)c(C)c1 (stereo not given)	3	-1	0.2	17	-2	-4	-4	2	-0.3
COc1ccc(CCNC(=O)c2c(C)nn(-c3ccccc3)c2Cl)cc1	-1	-1	-1.1	17	-2	-4	0	13	0.3
O=C(Cn1cnc2scc(-c3ccc(Br)cc3)c2c1=O)N1CCOCC1	-5	0	1.1	7	-5	0	-8	2	-0.5
CC1Cc2ccccc2N1CC(=O)NC(=O)NC1CCCCC1 (stereo not given)	-3	0	1.4	4	-1	6	14	0	1.0
COc1ccc(CSC(=S)NNc2ccccc2)cc1	7	4	0.3	12	2	31	5	-133	0.4
CCS(=O)(=O)c1cc([N+](=O)[O-])c(Sc2ccccc2NC(C)=O)s1	-7	2	-1.0	14	-1	-126	4	1	-0.3
COc1ccc2oc(C(=O)OCC(=O)Nc3ccc(C(=O)N(C)C)cc3)c(C)c2c1	9	2	0.4	4	-2	-1	-2	2	-0.2
CC(NC(=O)c1ccccc1Cl)c1nnc(SCC(=O)Nc2ccc(C(=O)O)cc2)n1C (stereo not given)	29*	0	-1.3	17	-3	10	-7	-10	0.0
C=CCNC(=O)c1cccc(OC2CCN(CC(C)(C)C)CC2)c1	-4	-1	-0.3	-19	-2	-20	-4	9	0.2
CCC(C(=O)Nc1nnc(-c2ccco2)s1)c1ccccc1 (stereo not given)	-13	3	1.4	-9	-3	3	-8	-4	-1.0
Cc1cc2nnc(SC(C)C)n2c2ccccc12	6	0	0.3	12	-2	-5	-3	12	-0.8
COc1ccc(-c2nn(CC(=O)NCCc3ccccc3)c(=S)n2C)cc1	-1	4	-0.3	-5	-3	1	-11	10	0.1
O=C(C1=C[C@H](c2coc3ccccc3c2=O)C[C@H](OCc2ccc(CO)cc2)O1)N1CCOCC1	-2	8	0.4	2	-6	6	-8	9	-0.2

# Screening data: PubChem BioAssay, several laboratories

# This is a random part of the collection; any-hit rate near 4%.
